# Bioassay records: PubChem BioAssay, The Scripps Research Institute Molecular Screening Center
# GPR151 ag – activates the human receptor GPR151 | PathHunter beta-arrestin GPR151 cells, luminescence | activation, % at 11.2 µM | 1% of 650,000 active; in the data active = activation above about 4.9%;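 also: 0% = median of compound wells and 100% = cells with positive control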
# Target sequence (Q8TDV0 whole entry, looked up): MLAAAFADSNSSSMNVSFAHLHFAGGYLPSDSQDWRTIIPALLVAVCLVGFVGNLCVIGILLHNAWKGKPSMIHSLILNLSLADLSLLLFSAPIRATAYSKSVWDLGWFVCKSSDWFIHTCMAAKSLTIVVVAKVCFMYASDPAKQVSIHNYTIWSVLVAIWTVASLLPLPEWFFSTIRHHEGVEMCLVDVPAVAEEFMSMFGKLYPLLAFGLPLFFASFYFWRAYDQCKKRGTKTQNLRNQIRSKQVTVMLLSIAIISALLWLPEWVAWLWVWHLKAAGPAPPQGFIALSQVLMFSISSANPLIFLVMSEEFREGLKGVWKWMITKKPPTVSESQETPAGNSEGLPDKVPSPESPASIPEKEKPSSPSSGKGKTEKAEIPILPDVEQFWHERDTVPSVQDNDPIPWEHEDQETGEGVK
# FBW7 activator – human FBW7 E3 ligase activation, primary screen; Q969H0; AlphaScreen FBW7–phospho-cyclin E peptide binding, activator screen; normalized activity (activation), % at 26.1 µM; 0.13% of 650,000 active; AID 1259310; in the data active = normalized activity above about 1.9%;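 also: purified mutant Fbw7 with reduced substrate affinity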
# TEAD-YAP block – TEAD-YAP interaction inhibition; inhibition, % at 9.12 µM; HEK-TIYL cells, TEAD-Gal4/YAP UAS-luciferase luminescence; 1.4% of 640,000 active; in the data active = inhibition above about 32%;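 also: 0% = median of test compound wells and 100% = reference inhibitor wells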
# MITF inh – human MITF inhibition, primary screen. AID 1259374. inhibition, % at 2.6 µM. AlphaScreen MITF homodimerization, bead proximity signal. O75030. 0.91% of 650,000 active; in the data active = inhibition above about 50%;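 also: 0% = vehicle wells with protein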
# Target sequence (O75030 whole entry, looked up): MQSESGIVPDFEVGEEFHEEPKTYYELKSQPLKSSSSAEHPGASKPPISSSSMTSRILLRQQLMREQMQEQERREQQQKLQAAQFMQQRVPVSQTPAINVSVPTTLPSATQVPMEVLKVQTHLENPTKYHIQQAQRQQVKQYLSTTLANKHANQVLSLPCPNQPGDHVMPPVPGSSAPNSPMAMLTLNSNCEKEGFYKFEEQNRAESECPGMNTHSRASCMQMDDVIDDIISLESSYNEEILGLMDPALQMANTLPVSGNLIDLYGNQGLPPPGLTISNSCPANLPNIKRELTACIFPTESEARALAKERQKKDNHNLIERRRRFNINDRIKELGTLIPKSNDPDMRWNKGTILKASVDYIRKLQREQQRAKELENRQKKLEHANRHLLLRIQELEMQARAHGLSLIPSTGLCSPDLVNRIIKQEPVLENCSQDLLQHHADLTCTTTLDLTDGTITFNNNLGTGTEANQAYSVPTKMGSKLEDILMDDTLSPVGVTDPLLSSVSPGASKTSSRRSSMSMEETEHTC
# * hit, by the source's call; & = joins results of further samples.
compound,GPR151 ag,FBW7 activator,TEAD-YAP block,MITF inh
COc1cccc(CNC(=O)C23CC4CC(CC(O)(C4)C2)C3)c1,1.2,-0.2,-7,-3
O=[N+]([O-])c1cn[nH]c1-c1cnn(-c2ccccc2)c1,-4.1,-0.1,-84,-2
CSc1ncc(C(=O)Nc2ccc(C(C)C)cc2)c(C)n1,1.6,0.3,-12,0
CC1CN(c2c(Cl)cccc2[N+](=O)[O-])CCN1S(C)(=O)=O (stereo not given),0.3,-0.2,8,-2
CSc1ccc(C(c2c(C)[nH][nH]c2=O)c2c(C)[nH][nH]c2=O)cc1,1.0,-0.2,-4,-1
COc1cc2c(cc1OC)C(COc1ccccc1OC)N(C(=O)CC(C)C)CC2 (stereo not given),2.3,-0.1,-2,2
COc1ccccc1C(=O)OC1CC(C)N(C)CC1C (stereo not given),1.9,-0.2,-4,2
NC(=O)N(CCC(=O)O)c1ccccc1,0.6,0.0,4,3
O=C(O)C/C(=C\c1ccc2c(c1)OCO2)c1nc2ccccc2s1,1.6,0.0,19,0
CCOC(=O)CSc1nc2c(sc(=S)n2-c2ccc(OCC)cc2)c(=O)n1-c1ccccc1C,-2.0,1.4,2,14
CCOc1ccc(N2C(=O)NC(=O)/C(=C/c3cccc4ccccc34)C2=O)cc1,-0.4,0.1,4,13
N#Cc1nc(-c2ccc(F)cc2)oc1NCCCn1ccnc1,0.2,0.2,-11,1
CC1=CC(C)(C)NC(=S)N1c1ccc(F)cc1,1.0,0.1,1,5
CCCCNC(=O)c1cc(=O)[nH]c2ccc(S(=O)(=O)N3CCCCC3)cc12,-0.8,0.1,-3,12
CCN1C(=O)/C(=C/c2c(NC(C)C)nc3ccccn3c2=O)SC1=S,-0.1,0.0,3,16
COc1cc(/C=C2\NC(=S)NC2=O)cc(OC)c1O,0.0,0.0,-3,8
CCOc1ccc(N(CC(=O)NC2CCCCCC2)S(=O)(=O)c2c(C)noc2C)cc1,2.2,0.1,0,2
CC(=O)N1CCc2cc(Br)cc(S(=O)(=O)NCCCN(C)Cc3ccccc3)c21,0.2,0.0,-5,-9
CCc1cc(-c2n[nH]c(C)c2-c2nc3ccccc3s2)c(O)cc1O,-1.5,-0.1,-6,13
COc1ccc(/C=C2/C(=O)NN(c3cccc(Cl)c3)C2=O)cc1OC,1.3,-0.1,8,14
CCOc1ccc(OCCCOc2ccccc2C(=O)O)cc1,-0.2,0.0,19,-3
CCC(Sc1nc2ccccc2s1)C(=O)N1c2ccccc2Sc2ccccc21 (stereo not given),-0.8,-0.3,-6,-8
Cc1cncc(NC(=O)c2cc(N(C)C)cc(-n3cc(NC(=O)Nc4ccccc4Cl)cn3)c2)c1,-0.1,0.0,18,15
COc1ccccc1N1C(=O)C2C(C1=O)C1(C)C=CC2(C)O1 (stereo not given),-1.2,0.0,6,-3
CCOC(=O)C1=C(c2ccc(OC)cc2)NC(=O)NC1c1ccc2c(c1)OCO2 (stereo not given),1.6,-0.1,9,0
CC1(C)CC(=O)C(Sc2ccc(Br)cc2)=C(OC(=O)c2ccco2)C1,1.5,0.0,7,2
CCC(=O)N1c2ccc(C)cc2C2=C(SC(C(=O)OC)=C(C(=O)OC)C23SC(C(=O)OC)=C(C(=O)OC)S3)C1(C)C,1.4,0.0,16,5
COc1cc(/C=N/NC(=O)COc2c(C)cccc2C)cc([N+](=O)[O-])c1O,-1.6,0.5,2,17
Cc1ccc2c(c1)CN(CC(=O)NCCCn1ccnc1)CC(c1ccsc1)O2 (stereo not given),0.7,-0.3,11,3
CC(O)c1nc2ccccc2n1Cc1ccc(Br)cc1 (stereo not given),0.9,0.0,4,10
CCC(C)NC(=O)c1nn(-c2cc(OC)cc(OC)c2)c(=O)c2ccccc12 (stereo not given),-0.5,0.6,15,6
CCN(CC)c1nc(Cl)nc(NCCN(C(C)C)C(C)C)n1,-1.6,-0.1,0,-6
CN1NC2(CCCCC2)NC1=S,-1.6,-0.1,6,7
Cc1cc(C)c2sc(N3CCN(C(=O)C4CCCN4S(=O)(=O)c4cccs4)CC3)nc2c1 (stereo not given),0.8,0.2,12,10
CCc1ccc(/C=N/NC(=O)c2c[nH]c3ccccc23)s1,-2.7,-0.1,-48,12
CCN1CCN(C(=O)c2ccc(N3CCN(c4ccccn4)CC3)c([N+](=O)[O-])c2)CC1,0.2,0.0,10,0
Cc1ccc(N(C(=O)c2csnn2)C(C(=O)NC(C)(C)C)c2ccncc2)cc1 (stereo not given),0.5,0.0,-1,10
O=C(c1ccc(OC2CSC2)cc1)N1CCc2c(nc[nH]c2=O)C1,0.8,-0.3,17,8
O=C(COC(=O)c1cc(NS(=O)(=O)c2cccs2)ccc1O)c1ccccc1,1.4,0.0,3,-2
O=C1CC(NC23CC4CC(CC(C4)C2)C3)C(=O)N1c1cccc(Cl)c1 (stereo not given),-0.6,0.0,-5,-8
COc1cccc(/C=N/NC(=O)c2cc(Br)ccc2OC(C)C)c1O,-1.5,0.0,78*,14
CCCC1N=C(c2ccc(OC)cc2)CC(c2cc(Br)ccc2O)N1 (stereo not given),-0.3,0.1,12,7
COc1ccc(OCC(=O)NNC(=O)COc2ccc(Cl)cc2)cc1,0.8,0.4,-6,2
O=C(CN(CCc1ccccc1)S(=O)(=O)c1ccc(Br)cc1)NCCCO,-0.4,-0.1,12,9
Cc1cc(C)n2nc(SCc3ccccc3Cl)nc2n1,2.9,-0.2,-33,-5
COc1cccc(-c2cnc3[nH]c(=O)n([C@@H](C)c4ccccc4)c3n2)c1,-0.3,-0.5,9,10
COc1cc(C(=O)N2c3ccccc3C(Nc3ccccc3)CC2C)cc(OC)c1OC (stereo not given),-0.8,-0.1,-5,-5
CCN(CC)c1ccc2cc(-c3nc(-c4ccc(Sc5ccccc5)cc4)cs3)c(=O)oc2c1,1.1,0.1,-5,-13
O=C(Nc1ccc(-c2nnc3n2CCCCC3)cc1)c1ccccc1,-0.1,-0.1,-3,1
Cc1nnc(SCC(=O)N2CCC(C(N)=O)CC2)s1,-0.3,0.0,-7,2
CCOc1nc(N2CCCCC2)nc(-n2nnc(C(C)=O)c2C)n1,-0.4,0.0,-3,-10
Cc1cc(NC(=O)c2cc(S(=O)(=O)NC3CCCCC3)ccc2C)no1,-0.1,-0.1,-4,-3
O=C(COC(=O)CCOc1ccccc1)Nc1ccc(Cl)cn1,2.3,-0.1,3,7
O=C1CSC(=S)N1c1ccccc1C(F)(F)F,0.5,-0.1,2,-1
O=C(CCOc1ccccc1)N1CCCC(CNC(=O)C2(c3ccc(Cl)cc3)CC2)C1 (stereo not given),-1.0,0.0,5,6
CCOC(=O)C1=C(C)Nc2ncnn2C1c1cc(Br)ccc1OC(F)F (stereo not given),0.2,-0.1,16,2
CCOc1cc(C(=O)N2CCN(c3ccc(C(C)=O)cc3)CC2)cc(OCC)c1OCC,-1.7,-0.3,-11,0
Cc1ccc(C(=O)NNC(=O)c2ccc(NC(=O)c3ccccc3)cc2)cc1,-1.4,0.8,4,9
COc1ccc(-c2nc3ccccc3c(=O)n2NCc2cc(Br)ccc2F)cc1,1.8,0.0,-5,-5
COc1ccc(C(C)=O)cc1Cn1c(=O)cc(C)[nH]c1=O,1.4,-0.1,-4,-6

# Single entries from the results shown:
# In MITF inh, Cc1ccc(C(=O)NNC(=O)c2ccc(NC(=O)c3ccccc3)cc2)cc1 has the entry 9
# In GPR151 ag, CCCC1N=C(c2ccc(OC)cc2)CC(c2cc(Br)ccc2O)N1 (stereo not given) has the entry -0.3
# In GPR151 ag, O=C(Nc1ccc(-c2nnc3n2CCCCC3)cc1)c1ccccc1 has the entry -0.1
# In FBW7 activator, O=C(COC(=O)CCOc1ccccc1)Nc1ccc(Cl)cn1 has the entry -0.1
# In FBW7 activator, COc1ccc(C(C)=O)cc1Cn1c(=O)cc(C)[nH]c1=O has the entry -0.1

# (cont.)
# Below each SMILES: GPR151 ag | FBW7 activator | TEAD-YAP block | MITF inh
> CCOC(=O)C1=C(C)N=c2s/c(=C\c3ccc(-c4cccc(C(=O)OC)c4)o3)c(=O)n2C1c1ccc(C(C)C)cc1 (stereo not given)
    -0.3 | -0.2 | -10 | -11
> O=C(NCCN1CCN(C(=O)c2ccccc2[N+](=O)[O-])CC1)C(=O)Nc1ccccc1
    -0.1 | 0.0 | -8 | 3
> Cc1c(C(=O)N2CCN(c3ccccc3F)CC2)sc2ncn(CC(=O)N3CCCC(C)C3)c(=O)c12 (stereo not given)
    -2.6 | 0.2 | 7 | 6
> CC1S/C(=N/N=C/c2ccc([N+](=O)[O-])cc2)NC1=O (stereo not given)
    0.3 | -0.1 | -11 | 4
> CC1(C)c2ssc(=S)c2-c2ccccc2N1C(=O)CCC1CCCCC1
    -1.3 | 0.1 | 0 | 6
> COc1cccc(N2C[C@@H]3C[C@@H](c4ccco4)N4CCC[C@@]34C2=O)c1
    0.2 | 0.1 | -21 | 5
> COc1cccc(/C=N/n2cncn2)c1OCC#N
    -1.0 | -0.1 | -4 | -3
> Cc1ccc(NC(=O)COC(=O)CCC(=O)Nc2sc3c(c2C(N)=O)CCC3)cc1F
    1.8 | 0.0 | 8 | 84*
> CCOc1ccc(NC(=O)CSc2nc3n[nH]c(C)c3c(=N)n2-c2ccc(C)c(C)c2)cc1
    0.9 | 0.1 | 21 | 9
> C=CCOCC(O)CNc1ccccc1 (stereo not given)
    1.0 | 0.0 | -11 | -5
> COCCOc1ccc(C(F)(F)F)cc1Nc1nc2ccccc2o1
    -1.0 | 0.2 | -22 | 10
> CC(Oc1ccccc1)C(=O)N/N=C/c1ccccn1 (stereo not given)
    -0.3 | 0.5 | 1 | 10
> COc1cccc(-c2nc3sc4c(c3c(=O)n2Cc2ccccc2C)CCCC4)c1
    -0.3 | 0.1 | 2 | 12
> Cc1cc(Cl)ccc1OCC(=O)NCCNC(=O)COc1ccc(Cl)cc1C
    2.1 | -0.1 | 5 | 12
> COC(=O)CC/C(O)=C1\C(=O)CC(C)(C)CC1=Nc1ccc(Br)cc1
    -0.8 | 0.1 | 9 | 9
> Cc1c([N+](=O)[O-])cc(C(=O)Nc2sc3c(c2C#N)CCCC3)cc1[N+](=O)[O-]
    -0.8 | 0.2 | 12 | 9
> CC1=NN(c2ccccc2)C(=O)/C1=C/c1ccc(-c2ccc(F)cc2)o1
    0.2 | 0.6 | 5 | 16
> O=C(CS(=O)(=O)c1ccc(F)cc1)N1CCN(c2ccccc2)CC1
    1.2 | 0.0 | -17 | -2
> Cc1ccc2c(C)nc(N3CCCC(NCC4CCCO4)CC3)nc2c1 (stereo not given)
    -0.1 | 0.0 | 0 | -3
> COCCCNC(=O)CSc1nc2cc3c(cc2c(=O)n1CCCC(=O)NCc1ccc2c(c1)OCO2)OCO3
    -0.5 | 0.0 | -5 | -22

# Entries of single compounds, quoted from the list. Order of screens: GPR151 ag, FBW7 activator, TEAD-YAP block, MITF inh
# `CCOc1ccc(N(CC(=O)NC2CCCCCC2)S(=O)(=O)c2c(C)noc2C)cc1` across the screens: 2.2, 0.1, 0, 2
# `COc1cc(/C=N/NC(=O)COc2c(C)cccc2C)cc([N+](=O)[O-])c1O` across the screens: -1.6, 0.5, 2, 17

# New compounds follow
# Below each SMILES: GPR151 ag | FBW7 activator | TEAD-YAP block | MITF inh
> O=C(NC1CC1)C1CCN(S(=O)(=O)N2CCOCC2)CC1
    0.1 | 0.0 | 3 | -1
> NNC(=O)C1CCCN(Cc2cccc(Oc3ccccc3)c2)C1 (stereo not given)
    0.2 | -0.1 | 7 | 54*
> O=[N+]([O-])c1ccc(N2CCCCC2)c(S(=O)(=O)N2CCCCC2)c1
    -2.1 | -0.3 | -1 | 3
> C=CCN(CC=C)C(=O)CS(=O)CC(=O)Nc1c(C)cc(C)cc1C (stereo not given)
    0.7 | 0.0 | 2 | -21
> COC(=O)C1=C(C)NC(=O)NC1c1ccc(C(=O)O)cc1 (stereo not given)
    -0.1 | -0.1 | -1 | -4
> CCOc1ccc(N/C(=N/c2nc(C)cc(C)n2)NC(C)=O)cc1
    -0.9&1.0 | 0.7&0.2 | 8&-2 | 49&9
> Cc1csc(SCC(=O)Nc2sccc2C(N)=O)n1
    -4.1 | -0.1 | -29 | 5
> O=C(O)c1cc2nc(-c3ccc(Cl)c(Cl)c3)cc(C(F)(F)F)n2n1
    -1.9 | 0.3 | 11 | 4
> CCCNc1nc(NCCN2CCOCC2)nc2cc(OC)c(OC)cc12
    -2.3 | 0.0 | -4 | 17
> CCCCOc1ccc(NC(=O)CS(=O)CC(=O)Nc2ccc(OC)cc2)cc1 (stereo not given)
    0.4 | 0.0 | -12 | -8
> CC(C)c1ccc(OCC(=O)N(C)c2ccccc2)cc1
    -1.2 | 0.2 | -24 | 1
> CCCCn1c(=O)c(-c2nc3ccccc3[nH]2)c(O)c2ccccc21
    0.9 | -0.1 | -8 | 0
> CN(C)c1ccc(CN2CCC3(CC2)CC3C(=O)NCc2cccnc2)cc1 (stereo not given)
    3.1 | 0.1 | 1 | 5

# In the list so far, these contain a COOH group.
# Below each SMILES: GPR151 ag | FBW7 activator | TEAD-YAP block | MITF inh
> NC(=O)N(CCC(=O)O)c1ccccc1
    0.6 | 0.0 | 4 | 3
> O=C(O)C/C(=C\c1ccc2c(c1)OCO2)c1nc2ccccc2s1
    1.6 | 0.0 | 19 | 0
> CCOc1ccc(OCCCOc2ccccc2C(=O)O)cc1
    -0.2 | 0.0 | 19 | -3
> COC(=O)C1=C(C)NC(=O)NC1c1ccc(C(=O)O)cc1 (stereo not given)
    -0.1 | -0.1 | -1 | -4
> O=C(O)c1cc2nc(-c3ccc(Cl)c(Cl)c3)cc(C(F)(F)F)n2n1
    -1.9 | 0.3 | 11 | 4
